CR mimetic SO: reduction of superoxide in aged yeast, primary screen, HTS; superoxide response (% of plate mean), % at 10 µM; actives 0.18% (n = 330,000); S. cerevisiae aged cells, superoxide DHE fluorescence; hits give low values; AID 2690, 2010;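 active = superoxide response under a set limit, about three screen SD below normal, cut at about 65% in these data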;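 note: yeast aged for seven days with compound at 30 °C before DHE staining; 100% = average MFI of all compound-treated wells on the plate with controls excluded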
Fh CTSL1 inh: Fasciola hepatica cathepsin L1 inhibitors, primary screen, counter-screen for PFM18AAP inhibitor project, biochemical, QFRET, fluorogenic peptide substrate; recombinant F. hepatica cathepsin L1, Z-Leu-Arg-MCA fluorescence; inhibition, % at 5.96 µM; actives 0.49% (n = 300,000);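 active = inhibition above the mean of all tested compounds plus 3 SD, set per screening campaign, cut at about 17% in these data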;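 note: 0% = plate median of test compound wells and 100% = 1 µM Z-Phe-Ala-diazomethylketone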
PP1 counter: PP1-alpha phosphatase inhibitors, primary screen, counter-screen for PP5 inhibitor project, biochemical, fluorescence, OMFP substrate, single point; purified PP1alpha; inhibition, % at 6.7 µM; actives 0.9% (n = 320,000); AID 2235, 2010;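 active = inhibition above the mean inhibition of all tested compounds plus 3 SD, computed separately for each screening campaign, cut at about 15% in these data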
Target sequence (P62136 whole entry, looked up): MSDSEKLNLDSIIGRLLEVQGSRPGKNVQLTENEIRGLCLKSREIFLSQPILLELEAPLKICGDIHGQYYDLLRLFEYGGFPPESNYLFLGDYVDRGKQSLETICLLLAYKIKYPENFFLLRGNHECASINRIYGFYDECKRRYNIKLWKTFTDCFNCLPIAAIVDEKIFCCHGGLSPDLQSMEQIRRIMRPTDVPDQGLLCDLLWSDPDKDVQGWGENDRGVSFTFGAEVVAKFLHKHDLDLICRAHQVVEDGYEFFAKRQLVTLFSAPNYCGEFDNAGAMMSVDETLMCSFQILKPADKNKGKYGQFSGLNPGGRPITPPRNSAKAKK
PP5 primary: PP5 phosphatase inhibitors, primary screen, biochemical, fluorescence; actives 0.18% (n = 320,000); AID 1987, 2009; purified PP5c, OMFP substrate fluorescence; Serine/threonine-protein phosphatase 5 (Homo sapiens), P53041; inhibition, % at 6.7 µM;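 active = inhibition above the campaign's mean inhibition across all tested compounds plus 3 SD, cut at about 9.5% in these data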;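 note: 0% = DMSO only and 100% = 100 µM cantharidin control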
GASC-1 inh: inhibitors of GASC-1 histone demethylase, primary screen, biochemical, fluorescence, DELFIA europium | GST-JMJD2C(1-420) H3K9me3 demethylation | inhibition, % at 2.35 µM | actives 0.069% (n = 330,000) | AID 2099, 2009;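 active = more than half of a compound's replicate wells show inhibition beyond 50%, single wells judged on their own value; inconclusive = some, but no more than half, of replicates pass 50% inhibition; inactive = no replicate passes 50% inhibition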;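 note: signal counts dimethyl H3K9 product captured on neutravidin plate; 0% = median of DMSO wells and 100% = 0.3 times that DMSO median; strong numbers were not always called active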
Target sequence (Q9H3R0 1-420 limits assumed): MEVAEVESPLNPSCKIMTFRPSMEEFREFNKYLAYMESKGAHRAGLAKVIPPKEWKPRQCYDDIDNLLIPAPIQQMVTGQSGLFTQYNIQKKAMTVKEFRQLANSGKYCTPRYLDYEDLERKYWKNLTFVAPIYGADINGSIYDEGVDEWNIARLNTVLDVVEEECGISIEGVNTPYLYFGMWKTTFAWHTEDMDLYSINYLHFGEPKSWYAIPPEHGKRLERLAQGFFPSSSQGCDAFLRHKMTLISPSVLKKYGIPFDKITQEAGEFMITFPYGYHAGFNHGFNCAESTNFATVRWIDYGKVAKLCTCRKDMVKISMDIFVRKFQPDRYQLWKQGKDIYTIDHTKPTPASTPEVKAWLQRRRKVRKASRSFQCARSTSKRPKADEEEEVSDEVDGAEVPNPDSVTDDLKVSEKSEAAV
TPT1 inh: Candida albicans TPT1 enzyme inhibitors, primary screen, biochemical, fluorescence polarization | recombinant caTPT1, FP RNA substrate dephosphorylation | inhibition, % at 5 µM | actives 0.81% (n = 300,000) | AID 1962, 2009;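 active = inhibition above the mean of all tested compounds plus 3 SD, set per screening campaign, cut at about 24% in these data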;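 note: plate controls were DMSO alone for no effect and ferristatin control at 100 nM for full effect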
EBNA-1 inh: EBNA-1 DNA-binding inhibitors, primary screen, biochemical, fluorescence polarization. inhibition, % at 14.8 µM. actives 0.34% (n = 300,000). AID 1950, 2009; in the data active = inhibition above about 28%
ZTA counter: counter-screen for EBNA-1 inhibitors: inhibitors of Epstein-Barr virus ZTA. P03206. ZTA-DNA binding, fluorescence polarization. inhibition, % at 11 µM. actives 0.15% (n = 320,000). AID 2234; in the data active = inhibition above about 33%
Target sequence (P03206 whole entry, looked up): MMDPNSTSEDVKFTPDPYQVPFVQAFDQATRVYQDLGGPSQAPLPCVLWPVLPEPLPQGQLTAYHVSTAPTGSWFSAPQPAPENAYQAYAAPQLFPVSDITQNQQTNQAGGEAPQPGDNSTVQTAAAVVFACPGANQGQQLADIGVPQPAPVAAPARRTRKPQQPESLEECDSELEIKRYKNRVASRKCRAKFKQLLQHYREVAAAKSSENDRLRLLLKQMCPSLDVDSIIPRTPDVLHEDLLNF
HCV core dimer: inhibitors of HCV core protein dimerization, primary screen, biochemical, TR-FRET, high-throughput. TR-FRET GST/Flag-core106 dimerization, 1536-well. AID 1899, 2009. actives 0.33% (n = 300,000). inhibition, % at 5 µM;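 active = inhibition above the mean of all tested compounds plus 3 SD, set per screening campaign, cut at about 45% in these data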
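System – GST-tagged and Flag-tagged HCV core protein residues 1-106 · Repeats – one well for each compound · Technique – TR-FRET 671 and 617 nm emission · Doses – one concentration, 5 µM, in 0.5% DMSO · Times – 4 h, 22.5 °C incubation · Also added – Eu donor and XL665 acceptor anti-tag antibodies · Measure – percent inhibition of core106 dimerization signal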
Starred values were filed as active, the others as inactive; u = inconclusive; x = not tested or not shown.

Values run as follows: CR mimetic SO, Fh CTSL1 inh, PP1 counter, PP5 primary, GASC-1 inh, TPT1 inh, EBNA-1 inh, ZTA counter, HCV core dimer
1. COc1cc2[nH]c(=O)n(CCC(=O)NCCCN3CCN(c4ccccc4F)CC3)c(=O)c2cc1OC
→ 132, 7, 5, 0.2, -2, -8, -2, -18, -2
2. CC(C)(C)OC(=O)NCCOC(=O)c1[nH]cnc1C(=O)NCc1ccccc1
→ 104, x, -2, -0.2, -3, x, x, -15, x
3. O=C(COC(=O)c1ccccc1Nc1ccccc1F)c1ccccc1
→ 102, -1, -1, -1.3, -28, -1, 2, 15, 1
4. Cc1cc(NC(=O)CSc2nnc(C3CC3)n2N)c([N+](=O)[O-])cc1C
→ 100, 2, -3, -2.0, 5, -2, -6, -4, -3
5. COc1cccc(C(=O)COC(=O)C(C)N2C(=O)c3ccccc3C2=O)c1 (configuration not stated)
→ 103, -2, 1, 0.7, 8, -3, -4, -1, 5
6. CC(=O)Nc1ccc(NC(=O)C(C)OC(=O)CNS(=O)(=O)c2ccc(Br)cc2Cl)cc1 (configuration not stated)
→ 97, -52, -1, 3.1, -1, -5, 10, -20, -1
7. Cc1cc(C)cc(N2CN=c3s/c(=C\c4ccco4)c(=O)n3C2)c1
→ 97, 3, 1, -0.9, -4, 0, -1, -7, -3
8. Cc1cc(F)ccc1S(=O)(=O)N(C(=O)c1ccncc1)c1ccc(OC(=O)c2ccncc2)cc1
→ 97, -3, 2, -0.5, 25, -6, 10, -13, -2
9. Cc1ccc(-c2nc(CS(=O)(=O)CC(=O)N3CCOCC3)c(C)o2)cc1
→ 88, 1, -4, 3.2, 2, 2, 1, 2, -2
10. O=C(COc1ncnc2ccccc12)NCCc1ccc(F)cc1
→ 111, 0, 1, 1.2, -3, 1, -7, 6, -2
11. COc1cccc(C2CN(c3ccc(F)cc3F)N=C2c2cccs2)c1OC (configuration not stated)
→ 98, -2, -1, 2.4, -1, 6, -2, 4, 3
12. CCOC(=O)c1c(NC(=O)c2cccs2)sc2c1CCN(C(=O)OCC)C2
→ 104, 4, 0, 2.3, -12, 3, 8, 0, 12
13. COc1ccc(NC(=O)C2CCN(S(=O)(=O)c3ccc(OC)c(OC)c3)CC2)c(OC)c1
→ 100, -1, -1, 0.7, 2, -2, -8, 10, 3
14. CCc1ccc2c(c1)c1nc(C)sc1n2CC
→ 82, 2, 1, 0.9, 8, 3, -6, 1, -3
15. CCOc1ccc(NC(=O)CC2C(=O)N(CC)C(=S)N2CCN2CCOCC2)cc1 (configuration not stated)
→ 108, 0, 0, -1.1, -1, 2, -3, 3, 0
16. COc1ccc(C(=O)OCC(=O)c2ccc(Cl)s2)c(OC)c1OC
→ 101, 1, -2, 0.5, 5, 3, -7, 6, 4
17. OCC1(CCCc2ccccc2)CCN(Cc2ccc(F)cc2)CC1
→ 101, -1, -2, 1.5, 2, -3, 2, -9, -3
18. C/C(=N/NC(=O)CN1CCN(Cc2ccccc2Cl)CC1)c1cccnc1
→ 94, 3, -4, -1.7, -9, -3, -7, 14, -7
19. C/C(=N\O)C(C)/[N+]([O-])=C/c1nc(C)c(C)n1O (configuration not stated)
→ 116, 2, -4, 4.0, -6, 3, -24, -11, -2
20. CCCCOC(=O)C1=C(C)Nc2ncnn2C1c1cc(OC)c(OC)cc1OC (configuration not stated)
→ 114, 1, 1, 2.6, -6, 0, -2, 6, 1
21. Cc1nc(N2CCCC2)c2ccsc2n1
→ 89, -2, -2, 0.6, 10, 2, -9, -3, 2
22. CC(=O)c1cccc(-c2ccc3c(=O)[nH]c(Nc4ccccc4)cc3c2)c1
→ 120, 85*, 13, 9.7*, -39, 30*, 11, -3, 22
23. CC1CCCN(C(=O)c2cc3ccccc3cc2O)C1 (configuration not stated)
→ 98, 3, -1, -0.4, 5, -4, 0, 0, -5
24. C=CCOc1c(CCC)cc(CCC)cc1C(N)=O
→ 94, 13, 3, 1.8, -1, -5, -12, -19, 5
25. Cc1ccc(C2SCC(=O)N2Cc2ccccc2)cc1 (configuration not stated)
→ 93, 0, 1, 2.1, -3, -3, 9, -4, 4
26. CCCCC(C(=O)O)C(C)CC(=O)Nc1nccs1 (configuration not stated)
→ 99, -6, -3, 3.5, 0, 4, -9, -5, 4
27. Cc1ccc(NC(=O)CNC(=O)c2sc3ccccc3c2Cl)nc1
→ 89, 1, 3, 0.2, u, 0, 12, -7, 7
28. CCOc1ccc(OCc2nnc(SCC(=O)NC3CCS(=O)(=O)C3)n2-c2ccc(Cl)cc2)cc1 (configuration not stated)
→ 94, -3, -7, 2.8, 19, -1, -14, -7, -4
29. C/C(=N\NC(=O)c1c(Cl)c(C)nn1C)c1cccc(NC(=O)COc2ccccc2)c1
→ 104, -5, 13, 0.0, -1, -5, 7, 15, 8
30. O=C(NCc1ccco1)c1ccc(C(F)(F)F)cc1
→ 101, 1, -3, -0.3, 19, -3, 2, -11, 3
31. O=c1[nH]c2ccc(S(=O)(=O)N3CCCCC3)cc2[nH]c1=O
→ 83, 3, -2, -2.4, -8, -8, 3, -11, -4
32. O=C(COc1ccccc1)Nc1ccccc1N1CCN(c2ccccc2)CC1
→ 107, 2, -2, -4.2, -6, -2, -7, -14, 2
33. C=CCN1C=C2C(=O)C(C)(OC(=O)CCC(=O)OC)C(=O)C(Br)=C2C=C1c1ccc(OC)cc1 (configuration not stated)
→ 100, -5, 7, 12*, 4, -9, 7, 20, 10
34. O=C(O)C1Cc2ccccc2CN1S(=O)(=O)c1ccccc1 (configuration not stated)
→ 78, -1, -3, -1.4, 7, 3, -5, 11, 2
35. O=c1[nH]cc(S(=O)(=O)N2CCOCC2)c(=O)[nH]1
→ 100, -1, -6, -0.8, -6, -1, -4, -2, 0
36. Cc1ccc2c(c1)C(c1ccccc1)N(C(=O)c1ccc(S(=O)(=O)N3CCOCC3)cc1)CC(=O)N2 (configuration not stated)
→ 104, -8, 3, -2.6, 3, 2, 6, 9, 1
37. CC(C)NC(=O)N1CC(c2ccccc2)C(c2ccc(Cl)cc2)=N1 (configuration not stated)
→ 93, 2, 13, 2.0, -6, 0, -3, -11, 9
38. O=C1CSC(c2ccncc2)N1Cc1ccco1 (configuration not stated)
→ 116, -1, -5, -2.0, -5, -4, 10, 4, -1
39. Cc1cc(NC(=O)CSCC(=O)Nc2nc3c(C)cccc3s2)no1
→ 113, 7, -2, 1.0, -6, 11, -5, -2, 5
40. CCN(CC)S(=O)(=O)c1ccc(C(=O)OCC(=O)c2ccc3c(c2)NC(=O)CO3)cc1
→ 83, -8, 3, 0.1, -1, 1, 11, -2, 6
41. CC(C)[C@H](NC(=O)N1CC(=O)Nc2ccccc21)C(=O)Nc1nccs1
→ 109, -1, -3, -1.4, 4, 1, -7, -3, -5
42. Cn1cnnc1SCc1ccc(C(=O)N/N=C(\CCC(=O)O)c2ccc(C(C)(C)C)cc2)cc1
→ 77, -1, -2, -1.2, 3, 0, 2, 7, 2
43. COc1cccc(NC(=O)CN(C)C(=O)Cn2[nH]c(=O)c3ccccc3c2=O)c1
→ 90, -3, -4, -0.1, 5, -2, 1, 14, 1
44. c1ccc(Cc2nc(-c3ccccn3)no2)cc1
→ 105, 0, -4, -0.1, -3, -1, 2, 1, -5
45. O=C(O)CNS(=O)(=O)Cc1ccccc1
→ 109, -1, -5, -0.7, 21, 3, -13, 2, 4
46. O=C(COc1cc2oc(=O)cc(-c3ccccc3)c2cc1Cl)NCC1CCC(C(=O)O)CC1 (configuration not stated)
→ 108, 1, 1, 4.0, 123, 0, -11, 2, -2
47. O=C(Nc1nccs1)c1cccc(S(=O)(=O)N2CCCC2)c1
→ 101, -1, 1, -7.7, -5, 4, -6, 8, -6
48. COc1ccccc1NC(=O)C(Cc1ccc(Cl)cc1)c1nn[nH]n1 (configuration not stated)
→ 116, 1, 4, 2.6, 3, -2, -2, -29, -5
49. COc1cc(C)c(C)cc1S(=O)(=O)N1CCCc2ccccc21
→ 91, 2, -1, -2.2, 10, -3, -1, -11, 4
50. COc1ccc(C2C=C(c3ccc(C)c(C)c3)Nc3ncnn32)c(OC)c1OC (configuration not stated)
→ 93, 0, -4, -1.4, 5, -1, 4, 13, 1
51. CCc1cc2ccc(C)cc2nc1SCC(=O)Nc1c[nH]c(=O)[nH]c1=O
→ 106, -2, -2, -0.4, -3, 1, -21, -13, 2
52. C=CCc1ccc(OCCOCCOc2cccc3cccnc23)c(OC)c1
→ 100, 7, -2, 2.2, -2, -2, 4, 5, 5
53. C#CCNc1c2c(nc3nnnn13)CCCC2
→ 107, 3, 0, -0.6, 5, -2, 2, 3, -2
54. COc1ccc(-n2c(=O)[nH]cc(C(=O)Nc3ccc(NC(C)=O)cc3)c2=O)cc1
→ 96, 2, 2, 4.5, 2, 1, -2, -7, 3
55. Cc1cccc(N2CC3=C(C2=O)C(c2ccccc2)NC(=O)N3C)c1 (configuration not stated)
→ 88, 2, -3, 0.8, 2, -4, 13, -2, 1
56. O=C(Cc1ccccc1)NCCSCc1ccco1
→ 99, -1, -3, 0.1, -2, -4, -3, 1, -3
57. O=C1CSCC(=O)N1c1ccccc1
→ 102, -6, -5, 0.2, -3, -4, -3, 0, 0
58. CCN(CC)C(=O)c1sc2nc(-c3ccncc3)[nH]c(=O)c2c1C
→ 104, 3, 1, 3.5, 0, -4, -3, -2, -1
59. FC(F)Oc1ccc(NC(=S)NCc2ccccc2)cc1Cl
→ 143, -2, 7, 7.8, -1, 2, 0, 4, -2
60. CCCc1ccc(-c2csc(NC(=O)Cc3cccs3)n2)cc1
→ 95, 0, 5, 3.9, 3, 0, 4, -13, -12
61. Cc1ccc(CNC(=O)C2CC(c3ccccc3[N+](=O)[O-])=NO2)cc1 (configuration not stated)
→ x, 3, 1, -0.5, -15, 2, -16, 1, -3

Given as labelled records: part of the list above
56	O=C(Cc1ccccc1)NCCSCc1ccco1
  CR mimetic SO: 99
  Fh CTSL1 inh: -1
  PP1 counter: -3
  PP5 primary: 0.1
  GASC-1 inh: -2
  TPT1 inh: -4
  EBNA-1 inh: -3
  ZTA counter: 1
  HCV core dimer: -3

57	O=C1CSCC(=O)N1c1ccccc1
  CR mimetic SO: 102
  Fh CTSL1 inh: -6
  PP1 counter: -5
  PP5 primary: 0.2
  GASC-1 inh: -3
  TPT1 inh: -4
  EBNA-1 inh: -3
  ZTA counter: 0
  HCV core dimer: 0

High-throughput results as filed in PubChem BioAssay.
